Assay outcomes: PubChem, several laboratories
TNAP inh hiacc = human TNAP enzyme inhibitors, primary screen, biochemical, luminescent, high phosphate acceptor level, uHTS. inhibition, % at 20 µM. Alkaline phosphatase, tissue-nonspecific isozyme (Homo sapiens), P05186. purified TNAP, CDP-star luminescence, 1 M DEA. AID 1135, 2008. 200,000 tested, 0.03% active;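 active = over 50% inhibition of tissue-nonspecific alkaline phosphatase at 20 µM in the single-dose screen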;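 also: plate controls were DMSO wells for no effect and EDTA-quenched wells as full inhibition for full effect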
APP 5'UTR act = activators of APP 5'UTR luciferase reporter, primary screen, SH-SY5Y cells. SH-SY5Y APP 5'UTR luciferase reporter, luminescence; zero percent = DMSO vehicle wells. activation, % at 2 µM. 190,000 tested, 1% active;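 active = activation above a set limit, based on mean plus 3 SD of controls, cut at about 140% in these data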; also: values of inactives mirror those of a sister screen read the other way
FLuc stim CS = FLuc activators, initial screening, artefact control for FLuc-dependent activation tests, biochemical, ATPlite luminescence | activation factor at 10 µM | AID 1027, 2008 | Luciferin 4-monooxygenase (Photinus pyralis), P08659 | 200,000 tested, under 10 active | ATPlite luciferase biochemical, 10 min; 0 = ATP-free wells, 1 = DMSO control;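 active = luciferase activation factor, scaled between plate controls, of at least 2 with compound at 10 µM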
Target sequence (P08659 whole entry, looked up): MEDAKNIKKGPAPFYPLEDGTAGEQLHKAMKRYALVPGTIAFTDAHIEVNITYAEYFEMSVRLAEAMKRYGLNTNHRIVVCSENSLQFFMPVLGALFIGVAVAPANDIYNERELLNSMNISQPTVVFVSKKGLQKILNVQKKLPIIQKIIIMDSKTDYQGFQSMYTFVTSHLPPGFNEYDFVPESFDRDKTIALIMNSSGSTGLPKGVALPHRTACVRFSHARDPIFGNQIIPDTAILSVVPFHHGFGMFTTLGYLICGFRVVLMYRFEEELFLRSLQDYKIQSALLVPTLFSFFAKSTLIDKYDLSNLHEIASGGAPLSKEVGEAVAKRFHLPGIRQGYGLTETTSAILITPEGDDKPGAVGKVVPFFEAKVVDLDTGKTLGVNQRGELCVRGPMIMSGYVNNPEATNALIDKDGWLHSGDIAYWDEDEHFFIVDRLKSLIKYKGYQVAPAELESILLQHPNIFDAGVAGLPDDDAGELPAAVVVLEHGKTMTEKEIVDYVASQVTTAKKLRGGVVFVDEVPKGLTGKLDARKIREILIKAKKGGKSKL
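Material: luciferase plus luciferin reagent, cell-free. Medium: PBS buffer for ATP. Also added: ATP substrate, dispensed from a 10.24 µM working solution in PBS. Doses: test compounds dosed from 2 mM stocks in 100% DMSO. Incubation: 10 min post-reagent at room temperature. Technique: light output (luminescence). Read-out basis: luminescence gain marking luciferase activators.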
TNAP inh noacc = human TNAP enzyme inhibitors, primary screen, biochemical, luminescent, no phosphate acceptor, uHTS. 200,000 tested, 0.26% active. AID 1012, 2008. purified TNAP, CDP-star luminescence, 30 min. inhibition, % at 20 µM;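 active = tissue-nonspecific alkaline phosphatase inhibition above about 50% at 20 µM in the single-dose screen, limit read from the data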;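 also: 0% = DMSO negative control and 100% = EDTA positive control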
PMI activator = activators of human PMI, primary screen, biochemical, fluorescence intensity, near-Km mannose 6-phosphate; Mannose-6-phosphate isomerase (Homo sapiens), P34949; purified human PMI, coupled resazurin fluorescence, 20 min; hits give high values; 1 = vehicle control, 0 substrate-free wells; activation factor at 20 µM; 190,000 tested, 0.005% active; AID 1214, 2008;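 active = activation factor of 2 or more at 20 µM, relative to plate controls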
Target sequence (P34949 whole entry, looked up): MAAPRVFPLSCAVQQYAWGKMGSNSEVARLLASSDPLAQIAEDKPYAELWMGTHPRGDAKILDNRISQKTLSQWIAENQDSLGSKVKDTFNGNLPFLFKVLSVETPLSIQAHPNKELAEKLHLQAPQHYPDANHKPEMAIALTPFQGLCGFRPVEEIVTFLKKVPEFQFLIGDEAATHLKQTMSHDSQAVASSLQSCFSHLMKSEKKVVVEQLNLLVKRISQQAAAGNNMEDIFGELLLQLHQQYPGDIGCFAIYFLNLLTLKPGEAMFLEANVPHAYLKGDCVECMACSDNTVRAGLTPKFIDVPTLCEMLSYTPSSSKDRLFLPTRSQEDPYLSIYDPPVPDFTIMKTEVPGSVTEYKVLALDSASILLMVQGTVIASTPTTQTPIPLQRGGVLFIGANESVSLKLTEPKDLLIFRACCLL
NF-kB expr up = activators of NF-kB expression in neurons, primary screen, cell-based, HTS. human neuronal cells, NF-kB reporter expression; hits give high values. fold change at 12.5 µM. 190,000 tested, 1.6% active; in the data active = fold change above about 3.3
PMI act hi M6P = human PMI activators, high substrate, primary screen, biochemical, fluorescence intensity, near-saturating mannose 6-phosphate; Mannose-6-phosphate isomerase (Homo sapiens), P34949; coupled PMI enzyme assay, resazurin fluorescence, 20 min; hits give high values; 1 = untreated enzyme, 0 = substrate-free blank; activation factor at 20 µM; 190,000 tested, 0.34% active;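 active = activation factor of 2 or more at 20 µM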
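Test system – human PMI in coupled enzyme assay · Timing – 20 min incubation at room temperature · Detection – Diaphorase-driven resazurin-to-resorufin fluorescence, excitation 544, emission 590 nm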
bIAP activator = bovine intestinal alkaline phosphatase activators, primary screen, biochemical, bovine IAP, CDP-star luminescence; AID 1016, 2008; purified bovine IAP, 30 min; hits give high values; fold of DMSO-control signal, blank-subtracted; activation factor at 20 µM; 200,000 tested, 0.17% active; alkaline phosphatase, intestinal [Bos taurus];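 active = activation factor of 2 or more at 20 µM, a signal rise over negative controls twice the positive control's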
TNAP act hiacc = TNAP activators at high phosphate acceptor level, primary screen, biochemical, luminescence, uHTS. purified TNAP, CDP-star luminescence, 1 M DEA, 30 min; hits give high values; 0 = EDTA background, 1 = DMSO-only activity. AID 1136, 2008. activation factor at 20 µM. 200,000 tested, under 10 active. Alkaline phosphatase, tissue-nonspecific isozyme (Homo sapiens), P05186;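 active = activation factor at least 2 at 20 µM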
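Test system – human TNAP · Doses – 20 µM single point · Incubation – 30 min, room temperature · Signal – luminescent substrate turnover signal · Read-out basis – activation factor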
FLuc inh counter = firefly luciferase enzyme inhibitors, primary screen, artefact control for luciferase-based inhibitor screens, biochemical, luminescence, ATPLite; Luciferin 4-monooxygenase (Photinus pyralis), P08659; inhibition, % at 10 µM; AID 1006, 2008; 200,000 tested, 1.5% active; 10 min;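 active = inhibition above about 50% when tested at 10 µM, limit read from the data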
* = called active by the depositor; · = not tested or not shown. Compounds were not picked by outcome; 3.6% or so of the library scored in one or more.

SMILES	TNAP inh hiacc	APP 5'UTR act	FLuc stim CS	TNAP inh noacc	PMI activator	NF-kB expr up	PMI act hi M6P	bIAP activator	TNAP act hiacc	FLuc inh counter
Cc1ccsc1/C=C1\SC(N2CC(C)OC(C)C2)=NC1=O (configuration not stated)	1	7	1	-9	1	1	1.1	1.2	1	2
COc1ccc(NC(=O)CSc2ccccc2)cc1S(=O)(=O)N1CCCCC1	-4	-5	1	-22	0.9	0.98	0.8	0.8	1	-3
CCSCCOC(=O)C1=C(C)NC2=C(C(=O)CCC2)C1c1coc2ccccc2c1=O (configuration not stated)	-1	-13	1	-7	1	0.8	1	0.9	1	-3
CCOC(=O)C1CCCN(C(=O)c2cc3c(C)nc4ccccc4c3o2)C1 (configuration not stated)	2	7	1	-7	0.9	0.34	0.9	1	1	1
NC(=O)c1c(-c2ccc(Cl)cc2Cl)csc1NC(=O)Cc1ccccc1	-5	13	1.1	-22	0.8	0.8	1	0.9	1.1	-8
O=c1c2ccccc2nc2ccc(NCc3cccs3)nn12	1	122	0.4	-11	1.1	3.4*	1.1	0.9	1	59*
Cn1c(=O)c2c(nc(-c3ccccc3)n2C)n(Cc2ccccc2)c1=O	-3	0	1	-9	0.9	2	0.9	1	1	-4
COc1ccc2c(c1)C(C)CC(C)(C)N2C(=O)CSc1ncn[nH]1 (configuration not stated)	-9	-3	1	-14	1.1	1.2	1.1	1.4	1.1	-4
O=C(Nc1cccc(C(=O)O)c1)Nc1ccccc1Cl	-6	65	0.7	-14	1.1	1.7	1.1	1.1	1.1	26
NNC(=O)c1cc(O)c(O)c(O)c1	15	25	1	58*	0.5	1	0.8	0.8	0.8	-3
CCN1CCN(CCNC(=O)CSCc2nc(-c3ccc(OC)c(OC)c3)oc2C)CC1	-5	-1	1.1	2	1.1	1	1.1	1	1	-9
CC(=O)Nc1ccc(S(=O)(=O)n2cnc(C)c2)cc1	-6	6	1.1	-16	1.1	1.5	1.1	0.9	1.1	-7
CCN(C(=O)c1cn(C)c(=O)c2cc(OC)c(OC)cc12)c1ccccc1C	0	13	1.1	15	0.9	1.1	0.9	1.1	1	-8
O=C(NS(=O)(=O)Oc1cccc(Cl)c1Cl)OC[C@@H]1CCCN2CCCCC12 (some centres not stated)	3	8	1	-1	1	1.5	1	1	1	-4
COc1ccc(OC)c(N(CC(=O)N2CCC(C)CC2)S(=O)(=O)c2ccccc2)c1	-1	2	1.1	-4	0.9	1	0.9	1.1	1	-7
CC1(C)CC(=O)C(N=Nc2ccc(S(=O)(=O)N3CCCCCC3)cc2)=C(O)C1	9	-9	1	16	1.1	0.79	1.1	0.9	0.9	-2
Cc1cc(C)n(-c2nc(O)cc(=O)[nH]2)n1	-2	8	1.1	1	1.2	1.1	1.1	1	1	-8
Cn1c(=O)cc(SCC(=O)NCCC2=CCCCC2)c2ccccc21	3	-20	1.1	-12	0.9	0.98	1.1	0.9	1	-7
CCn1nccc1C(=O)Nc1ccc(Cl)cn1	-4	13	1	-19	1.1	1.8	1.1	1.1	1	3
O=S(=O)(c1cccs1)N1CN(CC2CCCO2)c2nc3ccccc3nc21 (configuration not stated)	-6	-16	1.1	-13	1.2	1.4	1.2	1	1.1	-6
Fc1cc2ncn(Cc3ccccc3)c2cc1F	-7	3	1.1	-13	1	0.9	1	0.7	1.1	-7
CCCC1CCC(=NNC(=S)NCCc2ccccc2)CC1 (configuration not stated)	-1	1	1	-42	1.7	0.98	1.6	0.7	1	-4
Cc1ccc(S(=O)(=O)N2CCN(C(=O)c3n[nH]c(=O)c4ccccc34)CC2)cc1	-1	-17	1	-4	1.1	0.95	1	1	1	0
COC(=O)c1cc(NC(=O)/C=C/c2ccc3c(c2)OCO3)cc(C(=O)OC)c1	1	-8	1.1	-11	0.9	0.49	1	1	1	-5
Cc1sc(=NC(=O)c2ccco2)n(C)c1-c1ccc(F)cc1	-5	126	0.2	-8	0.9	3	1	1	1	80*

Record cards, from the list above. Values in the order: TNAP inh hiacc | APP 5'UTR act | FLuc stim CS | TNAP inh noacc | PMI activator | NF-kB expr up | PMI act hi M6P | bIAP activator | TNAP act hiacc | FLuc inh counter
CCOC(=O)C1CCCN(C(=O)c2cc3c(C)nc4ccccc4c3o2)C1 (configuration not stated) across the screens: 2 | 7 | 1 | -7 | 0.9 | 0.34 | 0.9 | 1 | 1 | 1
Cn1c(=O)c2c(nc(-c3ccccc3)n2C)n(Cc2ccccc2)c1=O across the screens: -3 | 0 | 1 | -9 | 0.9 | 2 | 0.9 | 1 | 1 | -4

Back to the main list, starting 3 compounds before the break.
SMILES	TNAP inh hiacc	APP 5'UTR act	FLuc stim CS	TNAP inh noacc	PMI activator	NF-kB expr up	PMI act hi M6P	bIAP activator	TNAP act hiacc	FLuc inh counter
Cc1ccc(S(=O)(=O)N2CCN(C(=O)c3n[nH]c(=O)c4ccccc34)CC2)cc1	-1	-17	1	-4	1.1	0.95	1	1	1	0
COC(=O)c1cc(NC(=O)/C=C/c2ccc3c(c2)OCO3)cc(C(=O)OC)c1	1	-8	1.1	-11	0.9	0.49	1	1	1	-5
Cc1sc(=NC(=O)c2ccco2)n(C)c1-c1ccc(F)cc1	-5	126	0.2	-8	0.9	3	1	1	1	80*
CC(C)Cc1cc(C(=O)NCc2cccnc2)no1	-1	13	1	2	0.9	1.3	0.9	0.9	1	-2
COC(=O)c1sccc1-c1ccc(C(=O)Nc2cccnc2)o1	-1	69	0.9	-1	1	1.8	0.9	0.9	1	11
COc1cc(C2SCC(=O)N2CCN2CCCCC2)ccc1O (configuration not stated)	-4	5	1.1	-5	1	1.6	0.8	1	1	-8
CS(=O)(=O)N(CC(=O)NCC1CCCO1)c1ccc(Cl)c(Cl)c1 (configuration not stated)	2	0	1	-7	0.9	1.1	1	1	1	-4
N/C(=N\OC(=O)c1ccc2c(c1)OCO2)c1ccc([N+](=O)[O-])cc1	1	49	0.9	3	1	1.7	1	1.1	1	15
CCN(CC)CCNC(=O)c1cc2c(=O)n(C)c3ccccc3c2n1C	-6	-7	1.1	-24	1	1.6	1	1.1	1.1	-6
CCOc1ccc2nc(C)cc(Nc3cccc([N+](=O)[O-])c3)c2c1	-1	26	1.1	-3	1.1	1.1	1	0.9	1	-7
COc1ccc(NC(=O)C(F)(OC)C(F)(F)F)c(OC)c1 (configuration not stated)	-4	-15	0.8	-13	1	1.1	1	0.9	1	19
Cc1cccc(C(=O)NNC(=O)c2ccc(F)cc2)c1	4	9	1	-26	0.8	1.2	0.9	1	1	2
COc1ccccc1C(=O)OCCCN=C1NS(=O)(=O)c2ccccc21	-1	-4	1	-3	0.9	1.1	1	1	1	-2
CC(C)c1ccc(NC(=O)NC2CCCCC2)cc1	-6	139*	0.7	-12	0.9	5.5*	1	0.9	1.1	29
O=C(Nc1c2c(nn1-c1ccc(F)cc1)CS(=O)C2)c1ccc(S(=O)(=O)N2CCOCC2)cc1 (configuration not stated)	1	5	1.1	-5	1	1.1	1	1.2	1	-5
COc1ccc2c(c1)NC(=O)CC(c1ccccc1)=N2	-5	15	1	5	1	1.7	1	0.9	1.1	4
CN(C)CCNC(=O)NC(=O)c1ccc(Cl)cc1	-5	-10	1	-11	1	1	1	1	1.1	-4
Cc1ccc(S(=O)(=O)n2c(CN3CCCC(C)C3)nc3ccccc32)cc1 (configuration not stated)	-2	·	1	-19	0.9	0.81	0.9	1.1	1	-2
CC(C(=O)O)c1ccc(N2Cc3ccccc3C2=O)cc1 (configuration not stated)	-5	74	0.4	-14	1.1	6.2*	1.1	0.9	1.1	62*
CCN(CC)CCNC(CC(=O)Nc1ccc(Cl)cc1Cl)C(=O)O (configuration not stated)	-3	14	1.1	-3	1	1.2	1.1	1	1	-8
CC(=O)NCCNC(=O)c1ccc(CSc2ccc(Cl)cc2)cc1	0	147*	1	1	0.9	1.2	0.9	0.8	1	-1
CCCn1c(SCC(=O)NCc2ccc(OC)cc2)n[nH]c1=O	-3	-3	1	-9	0.8	1.1	0.9	1	1	-3
CCOC(=O)Cc1csc(N/C(=N/S(=O)(=O)c2ccc(Cl)cc2)c2ccccc2)n1	-6	3	1	-8	1.1	1.1	1	1.1	1.1	0
O=C1NCCCc2c1oc1cc(Br)c(O)c(Br)c21	-3	26	1	-10	0.6	1.3	0.6	0.7	1	-2
CCOC(=O)c1sc(NC(=O)CN(CC)CC)c(C(=O)OCC)c1C	-3	13	1.1	-14	1	1.1	1	1	1	-7
Oc1ccc(/C=N/NC(=S)N2CCOCC2)cc1	-3	7	0.6	-43	0.9	1.1	0.9	1.4	1	41
CC(=O)Nc1sc2c(c1C(c1ccccn1)N1CCCC1)CCCC2 (configuration not stated)	0	1	1	-14	0.9	1.2	0.7	1.3	1	-2
O=C(C1=C[C@@H](c2coc3ccccc3c2=O)C[C@@H](OCCCCO)O1)N1CCN(Cc2ccc3c(c2)OCO3)CC1	-2	-15	1	-3	0.9	0.65	1	1.1	1	2
CCOc1ccc(NC(=O)C(NC(=O)C2CCC(C)CC2)C(C)C)cc1 (configuration not stated)	-5	4	1.1	-16	1.2	1.1	1.2	0.9	1	-5
Cc1cc(C(=O)OCC(=O)Nc2cccc(S(=O)(=O)N(C)C)c2)c2ccccc2n1	-2	-8	1	-4	1	1.2	0.9	1	1	-3
COC(=O)Nc1nc(-c2ccccc2)c(C(=O)c2ccccc2)s1	-3	-95	1.1	-10	0.9	2.9	1	0.9	1	-6

Some of these compounds in order of the PMI act hi M6P value, ascending.
mol	TNAP inh hiacc	APP 5'UTR act	FLuc stim CS	TNAP inh noacc	PMI activator	NF-kB expr up	PMI act hi M6P	bIAP activator	TNAP act hiacc
COc1cc(C2SCC(=O)N2CCN2CCCCC2)ccc1O (configuration not stated)	-4	5	1.1	-5	1	1.6	0.8	1	1
Cc1cccc(C(=O)NNC(=O)c2ccc(F)cc2)c1	4	9	1	-26	0.8	1.2	0.9	1	1
CCOC(=O)c1sc(NC(=O)CN(CC)CC)c(C(=O)OCC)c1C	-3	13	1.1	-14	1	1.1	1	1	1

Entries listed above that bear a hit mark in TNAP inh noacc.
smiles	TNAP inh hiacc	APP 5'UTR act	FLuc stim CS	TNAP inh noacc	PMI activator	NF-kB expr up	PMI act hi M6P	bIAP activator	TNAP act hiacc
NNC(=O)c1cc(O)c(O)c(O)c1	15	25	1	58*	0.5	1	0.8	0.8	0.8
